Screens (PubChem BioAssay)
Bcl-W Bim block – disrupts Bim peptide binding to human Bcl-W; Q92843; bead-based flow cytometry; inhibition, % at 10 µM; actives 0.02% (n = 190,000);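 note: 0% = bound tracer without compound and 100% = peptide blocker; higher means less fluorescent Bim peptide bound to Bcl-W beads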
Mcl1-Bid inh – Mcl-1/Bid interaction inhibition | Q07820 | TR-FRET Mcl-1/Bid-Dy647 peptide binding, 1536-well | inhibition, % at 21.7 µM | actives 0.97% (n = 220,000) | AID 1021;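 active = compounds that cut the binding signal by more than half at the single screening dose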;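 note: His-tagged Mcl-1 with europium anti-His antibody binding Bid BH3 peptide; 0% = Mcl-1 plus peptide wells and 100% = peptide-only wells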
Target sequence (Q07820 whole entry, looked up): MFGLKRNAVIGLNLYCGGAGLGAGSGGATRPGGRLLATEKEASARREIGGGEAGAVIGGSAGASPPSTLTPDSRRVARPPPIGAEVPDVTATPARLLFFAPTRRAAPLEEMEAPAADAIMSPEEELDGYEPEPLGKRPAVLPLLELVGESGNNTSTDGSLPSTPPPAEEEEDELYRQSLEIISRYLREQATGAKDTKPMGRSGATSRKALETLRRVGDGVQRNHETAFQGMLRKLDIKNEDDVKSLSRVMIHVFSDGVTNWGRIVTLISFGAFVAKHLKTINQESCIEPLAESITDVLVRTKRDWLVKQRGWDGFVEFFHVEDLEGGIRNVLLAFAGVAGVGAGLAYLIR
Bcl-B Bim block – human Bim-Bcl-B interaction inhibition | actives 0.073% (n = 190,000) | inhibition, % at 10 µM | Q9HD36 | bead-based flow cytometry, Bim peptide-Bcl-B binding;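 note: 0% = tracer peptide without compound and 100% = reference inhibitor peptide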
Target sequence (Q9HD36 whole entry, looked up): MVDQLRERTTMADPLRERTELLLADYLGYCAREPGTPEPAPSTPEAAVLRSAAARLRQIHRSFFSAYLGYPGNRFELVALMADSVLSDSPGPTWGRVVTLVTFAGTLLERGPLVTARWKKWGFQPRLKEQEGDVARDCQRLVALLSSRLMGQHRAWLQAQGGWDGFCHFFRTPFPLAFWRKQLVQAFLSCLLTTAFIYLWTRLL
RGS8-Gao – modulates binding of RGS8 to human Galphao | AID 1423 | multiplexed bead flow cytometry; actives lie on both sides | response (percent of control binding), % at 10 µM | P09471 | actives 0.34% (n = 220,000); in the data active = response below about 60% or above about 140%; inactive = in between;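 note: Galphao activated as the GDP aluminium fluoride complex binding bead-coupled RGS8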
Bim-Bcl-XL – disrupts Bim peptide binding to human Bcl-XL; actives 0.04% (n = 190,000); bead flow cytometry, fluorescence; Q07817; inhibition, % at 10 µM
Target sequence (Q07817 whole entry, looked up): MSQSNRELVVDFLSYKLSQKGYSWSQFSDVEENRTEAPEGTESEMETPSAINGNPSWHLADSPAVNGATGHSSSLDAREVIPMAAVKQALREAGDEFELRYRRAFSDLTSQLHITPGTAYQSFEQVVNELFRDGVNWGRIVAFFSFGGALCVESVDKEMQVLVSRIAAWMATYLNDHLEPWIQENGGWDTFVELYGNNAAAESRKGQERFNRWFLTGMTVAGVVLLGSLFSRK
RGS4-Gao reg – modulates binding of RGS4 to human Galphao. P09471. Multiplexed bead flow cytometry; actives lie on both sides. binding response (% of control), % at 10 µM. actives 0.33% (n = 220,000); in the data active = binding response below about 49% or above about 150%; inactive = in between;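 note: fluorescent Galphao activated with aluminum fluoride binding bead-coupled RGS4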
Mcl-1 Bim block – disrupts Bim peptide binding to human Mcl-1; Bead-based flow cytometry, Bim peptide-Mcl-1 binding; Q07820; inhibition, % at 10 µM; actives 0.1% (n = 190,000);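 note: 0% = no compound tracer wells and 100% = peptide blocker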
Mcl1-Noxa inh – Mcl-1/Noxa interaction inhibition; inhibition, % at 21.7 µM; TR-FRET Mcl-1/Noxa peptide binding, 2 h; actives 1.5% (n = 220,000); AID 1022;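 active = compounds that cut the protein-peptide binding signal by more than 50% relative to plate controls in a single-dose test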;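 note: His-tagged Mcl-1 with rhodamine Noxa BH3 peptide and terbium anti-His antibody; 0% = Mcl-1 plus Noxa peptide wells and 100% = peptide-only wells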
RGS7-Gao – modulates binding of RGS7 to human Galphao. actives 0.35% (n = 220,000). P09471. AID 1439. binding response (% of control), % at 10 µM. Multiplexed bead flow cytometry; actives lie on both sides; in the data active = binding response below about 49% or above about 150%; inconclusive = no clear call, values can overlap the other calls; inactive = in between;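 note: fluorescent Galphao held in activated GDP-AlF4 state binding bead-coupled RGS7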
Bfl-1 Bim block – disrupts Bim binding to human Bfl-1. inhibition, % at 10 µM. Bead-based flow cytometry, Bim-Bfl-1 binding inhibition. AID 1008. actives 0.12% (n = 190,000);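 note: 0% = wells without compound plus tracer and 100% = blocker peptide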
Bim-Bcl-2 – disrupts Bim peptide binding to human Bcl-2; P10415; Bead-based flow cytometry, Bim peptide-Bcl-2 binding; AID 950; actives 0.06% (n = 190,000); inhibition, % at 10 µM; in the data active = inhibition above about 40%; inconclusive = no clear call, values can overlap the other calls;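 note: 0% = no compound wells with probe peptide and 100% = reference peptide inhibitor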
Target sequence (P10415 whole entry, looked up): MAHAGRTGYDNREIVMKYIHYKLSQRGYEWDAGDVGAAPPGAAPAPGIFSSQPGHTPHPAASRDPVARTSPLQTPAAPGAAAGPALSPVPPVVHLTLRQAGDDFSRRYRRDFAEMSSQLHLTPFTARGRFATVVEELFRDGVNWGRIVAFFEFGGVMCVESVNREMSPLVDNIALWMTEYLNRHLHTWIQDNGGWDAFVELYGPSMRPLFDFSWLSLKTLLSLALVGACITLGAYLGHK
Numbers without * were called inactive; ? = inconclusive; . = no result given; [ ] = dose if it differs, or a comment. Cut-off read from the data, not from the text of the source, unless noted: active = inhibition above about 40%.

SMILES	Bcl-W Bim block	Mcl1-Bid inh	Bcl-B Bim block	RGS8-Gao	Bim-Bcl-XL	RGS4-Gao reg	Mcl-1 Bim block	Mcl1-Noxa inh	RGS7-Gao	Bfl-1 Bim block	Bim-Bcl-2
CC(=NCc1ccco1)c1c(O)n(Cc2ccccc2)c(=O)[nH]c1=O	-4	-22	-1	101	-4	108	-3	-3	101	-3	-4
C/C(=N\N1CCN(C)CC1)c1c(O)[nH]c(=O)[nH]c1=O	-14	-22	-9	102	-14	100	-24	0	100	-5	-6
Cc1cccc(NC(=O)CSc2nnc([C@@H](N)Cc3c[nH]c4ccccc34)o2)c1C	1	-6	-10	101	-3	100	-3	7	101	-12	-11
COc1cccc(OC)c1C1=NCC(=O)Nc2c1oc1ccc(Br)cc21	2	7	-7	100	-3	97	0	0	102	-5	-3
NCCCC(=O)OC1N=C(c2ccccc2Cl)c2cc(Br)ccc2NC1=O (stereo not given)	-2	-20	-5	102	-4	103	-1	19	?	-5	-3
O=c1[nH]c(=S)[nH]c(O)c1N=Nc1cccc(S(=O)(=O)N2CCOCC2)c1	.	-28	.	96	.	98	.	31	?	.	.
Fc1ccc(C(OCCN2CCCC2)c2ccc(Br)cc2)cc1 (stereo not given)	-6	10	-10	102	-8	102	-6	16	100	-8	-8
CCCC[N+]12CCC(CC1)C(=C(c1ccccc1)c1ccccc1)C2	0	18	-8	107	-3	112	-5	16	113	-1	0
Fc1ccc(CCNCc2ccccc2Cl)cc1	-2	7	-10	104	-8	99	-4	14	99	-17	-8
BrCC1C[n+]2c(SCc3ccccc3)nc3sc4c(c3c2O1)CCCC4 (stereo not given)	.	4	.	119	.	249*[activator]	.	6	.	.	.
Cc1ccc(N2C(=O)NC(=O)/C(=C\C=C\c3ccco3)C2=O)cc1	.	-66	.	97	.	95	.	29	?	.	.
Cc1ccc(N2C(=O)NC(=O)/C(=C/c3ccoc3)C2=O)cc1	.	-80	.	89	.	86	.	77*	?	.	.
CCCCn1c(O)c(C(=O)/C=C/c2ccc3c(c2)OCO3)c(=O)[nH]c1=O	.	-9	.	96	.	90	.	-19	?	.	.
COC(=O)C1C(OC(=O)c2ccccc2)CC2CCC1N2C (stereo not given)	0	12	-4	102	-4	97	-5	13	99	-5	-5
Cc1ccc2c(c1)CC1(CN2C)C(=O)NC(=O)N(c2cc(C)ccc2C)C1=O (stereo not given)	5	-122	-1	102	0	104	0	16	104	1	0
Cn1c2ccccc2c2c(C(=O)N3CCC4(CC3)OCCO4)cn(C3CCCCC3)c(=O)c21	-3	8	-2	103	-1	101	0	-13	103	-2	-5
CCOc1ccc(C2CC(c3c(O)n(C)c(=O)n(C)c3=O)=NN2)cc1 (stereo not given)	.	-105	.	93	.	89	.	-64	?	.	.
CN1CCC(OC(=O)C2c3ccccc3Oc3ccccc32)CC1	-1	-13	-4	104	-1	109	-2	-8	102	-1	-1
Cc1ccccc1N1C(=O)CC(=O)NC1=O	0	-74	0	102	3	112	-1	11	101	3	-2
CC(=O)Nc1cc(C(=O)N2CCC3(CC2)OCCO3)ccc1S(=O)(=O)c1ccc(Cl)cc1	-1	-33	1	107	-1	96	0	19	104	0	0
CN(C)C(=O)Oc1cccc(OCc2n(C)c3ccccc3[n+]2C)c1	-4	-10	-2	103	-4	101	-3	11	100	-2	-1
CC(C)(C)c1cc([N+](=O)[O-])cc(C(C)(C)C)c1O	0	-27	-2	103	-2	102	0	8	103	-4	-1
Cc1ccccc1OP(N)(=O)Oc1ccccc1C	0	-34	-6	103	-4	104	-2	4	?	-5	-2
c1ccc(C2CC3CC4(CCCC4)N2O3)cc1 (stereo not given)	2	-5	-8	103	-1	100	0	-6	102	-15	-8
Cc1ncc(CN2CCCC(C(=O)c3ccc(C(C)(C)C)cc3)C2)s1 (stereo not given)	0	-9	0	107	2	102	0	13	104	-5	0
Going on with the list.
SMILES	Bcl-W Bim block	Mcl1-Bid inh	Bcl-B Bim block	RGS8-Gao	Bim-Bcl-XL	RGS4-Gao reg	Mcl-1 Bim block	Mcl1-Noxa inh	RGS7-Gao	Bfl-1 Bim block	Bim-Bcl-2
Cc1oc(-c2ccccc2)nc1CN1C(=O)C(C)N=C(c2ccccc2F)c2cc(Cl)ccc21 (stereo not given)	-4	10	-2	101	-5	100	-1	8	98	-4	-1
OC(c1ccccc1)(c1ccc(Cl)cc1)C1CN2CCC1CC2 (stereo not given)	.	-6	.	101	.	105	.	-10	?	.	.
COc1ccc(C(=O)C23CN4CN(CN(C4)C2)C3)cc1	0	-9	-5	104	-1	102	0	1	116	-8	-3
O=C1NC(=O)C(=Cc2cc([N+](=O)[O-])ccc2N2CCCCC2)C(=O)N1	-6	-6	-7	105	-4	105	-1	12	102	-1	0
c1ccc2oc(N3CCNCC3)nc2c1	3	-13	-2	95	-1	93	2	38	88	-9	0
CCCCSP1(=S)NCCCO1 (stereo not given)	-2	-1	0	102	-4	100	-1	8	99	0	1
O=C(N/N=C\C1C(=O)NC(=S)N(c2ccccc2)C1=O)c1ccc(O)cc1 (stereo not given)	-6	-42	-19	101	-8	99	-2	8	97	-1	-2
COc1ccccc1OCC(=O)Nc1ccc(Cl)cc1C(=O)c1ccccc1	-3	-17	-13	101	-10	102	-2	11	108	-18	-13
CC(C)C[C@H]1C(=O)N2CCCC2[C@]2(O)O[C@](NC(=O)[C@@H]3C=C4c5cccc6[nH]cc(c56)CC4N(C)C3)(C(C)C)C(=O)N12 (stereo not given in full)	10	-6	7	100	-1	98	1	17	99	19	9
Cc1ccc(S(=O)(=O)NC(CC(=O)N2CCC3(CC2)OCCO3)c2ccco2)cc1 (stereo not given)	-2	11	-1	100	-3	105	1	29	101	-5	0
Clc1ccc(OCC#CCN2CCCCCC2)cc1	-2	24	-1	100	-2	98	0	26	98	-5	-4
C=CCC1(Nc2ccccc2)CC(C)N(C)CC1C (stereo not given)	.	-48	.	97	.	85	.	-6	?	.	.
O=C(Cc1ccccc1)Oc1ccccc1N1C(=O)CCC1=O	-2	-15	0	105	-4	92	-1	11	96	-1	-3
O=C(CCn1nc(-c2ccc(Cl)cc2)ccc1=O)N1CCC2(CC1)OCCO2	4	-24	0	101	-2	102	0	3	102	-1	-2
CCN1CCN(c2cc(N3CCCC3)c([N+](=O)[O-])cc2F)CC1	2	-9	13	103	-2	101	-3	25	102	1	-1
O=c1[nH]c(=S)[nH]c(O)c1CN1CCCCC1	-3	-93	-1	101	-3	100	-2	3	100	-3	-3
Cc1cc(/C=C2/C(=O)NC(=O)N(Cc3ccco3)C2=O)c(C)n1-c1ccccc1O	.	-69	.	101	.	102	.	33	?	.	.
N#Cc1cc2c(nc1SCC(=O)Nc1ccc(Cl)cc1)C1CCN2CC1	1	-15	-3	103	-5	101	0	-7	95	-7	0
COC(=O)CSC1=NN1c1cc(C)nc(N)n1	1	-25	-7	107	-1	101	0	-6	104	-4	-2
CC(C)CN(CC(C)C)c1ccc(C=C2C(=O)NC(=S)NC2=O)cc1[N+](=O)[O-]	-3	-37	-10	101	-8	102	-3	-19	102	-20	-10
O=C(COc1ccccc1)N1CCN(CCN2C(=O)c3cccc4cccc(c34)C2=O)CC1	-3	-22	-4	101	0	101	-2	2	99	-5	1
CCCCOP(=O)(CN1CCOCC1)OCCCC	0	6	3	103	-1	116	-1	-8	108	-1	-1
CN(C)C1(c2nnnn2CCOC(=O)Nc2ccc(Cl)cc2)CCCCC1	-1	-9	-12	111	-6	104	-2	-27	96	-5	-9
CC(C)n1cc(C(=O)N(CC(=O)NC2CCCC2)Cc2ccccc2)cn1	-4	-2	-4	104	-5	107	-5	-13	127	-1	-5
CCCC1(CCC)C(=O)NC(=Nc2ccc(C)cc2)NC1=O	-4	-18	-8	96	-6	93	-4	2	?	-3	-2

Just Bcl-B Bim block and RGS7-Gao (2 entries from above):
| SMILES | Bcl-B Bim block | RGS7-Gao |
| --- | --- | --- |
| Clc1ccc(OCC#CCN2CCCCCC2)cc1 | -1 | 98 |
| C=CCC1(Nc2ccccc2)CC(C)N(C)CC1C (stereo not given) | . | ? |

Continuation.
SMILES	Bcl-W Bim block	Mcl1-Bid inh	Bcl-B Bim block	RGS8-Gao	Bim-Bcl-XL	RGS4-Gao reg	Mcl-1 Bim block	Mcl1-Noxa inh	RGS7-Gao	Bfl-1 Bim block	Bim-Bcl-2
CC1=C(C(=O)O)N2C(=O)C(NC(=O)CCCC(=O)O)C2SC1 (stereo not given)	-1	-9	-14	98	-4	100	-3	2	106	3	0
C=CCN1C(=O)/C(=C/c2cc(C)n(-c3cccnc3)c2C)C(=O)NC1=S	0	-67	-3	103	-3	108	2	11	98	3	1
COc1cccc(C2CC3C(=O)C=CC2N3Cc2ccccc2)c1 (stereo not given)	-4	-12	-8	118	-8	99	-5	19	93	-9	-24
CCNC(=O)NC(=O)C(C)OC(=O)c1c(C)nn(Cc2ccccc2)c1Cl (stereo not given)	-5	-8	-8	100	-6	100	-3	8	95	-16	-10
COc1ccc(-c2[nH]ncc2CNC(C)Cc2cccc(C)n2)cc1F (stereo not given)	-3	-23	-4	99	-8	100	2	7	93	-8	0
CCn1ccnc1CN1CCCC(C(=O)c2cccc(C(F)(F)F)c2)C1 (stereo not given)	-2	9	-1	92	-1	90	-5	20	100	1	1
CCC(CC)N1CCN(C(=O)Cc2ccccc2)CC1	4	39	6	119	2	105	-11	28	103	7	-20
CC1(C)CC(CCNCc2ccc3c(c2)OCO3)(Cc2ccccc2)CCO1 (stereo not given)	0	-7	-4	97	-8	93	-2	4	91	-9	-8
O=C(C1CC(=O)N(C2CCCCC2)C1)N1CCC2(CC1)OCCO2 (stereo not given)	0	-11	-6	103	0	103	1	-7	102	-9	-3
CNC(=O)OCCc1nccn1C	-2	-35	-4	103	-4	100	-2	-14	95	-3	-2
OC(C#CCN1CCOCC1)(c1ccccc1)C1CCCC1 (stereo not given)	-1	33	0	101	-4	109	1	47	106	-3	2
COc1c(C)cc(C(=O)C2CCCN(C3CCOCC3)C2)cc1C (stereo not given)	-5	-32	-2	99	-1	101	1	20	101	-3	-5

3 entries already listed, sorted by count of non-hydrogen atoms, descending:
SMILES	Bcl-W Bim block	Mcl1-Bid inh	Bcl-B Bim block	RGS8-Gao	Bim-Bcl-XL	RGS4-Gao reg	Mcl-1 Bim block	Mcl1-Noxa inh	RGS7-Gao	Bfl-1 Bim block	Bim-Bcl-2
CC1(C)CC(CCNCc2ccc3c(c2)OCO3)(Cc2ccccc2)CCO1 (stereo not given)	0	-7	-4	97	-8	93	-2	4	91	-9	-8
COc1c(C)cc(C(=O)C2CCCN(C3CCOCC3)C2)cc1C (stereo not given)	-5	-32	-2	99	-1	101	1	20	101	-3	-5
CC1=C(C(=O)O)N2C(=O)C(NC(=O)CCCC(=O)O)C2SC1 (stereo not given)	-1	-9	-14	98	-4	100	-3	2	106	3	0

An excerpt (hit frequency here may not be typical).
